Assay outcomes as filed in PubChem BioAssay.
Peg3 imprint – qHTS Assay for Compounds that Induce Erasure of Genomic Imprints | mouse ES Peg3-LacZ reporter, beta-gal luminescence, 40 h | Potency, µM (doses to about 60.7 µM), inactives show top-dose activity change, positive = activation, usual class: activators | 110,000 tested, 0.02% active | AID 1948, 2009;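 also: 0% = negative control wells on the plate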
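Imprint erasure is scored as LacZ activity from the silenced maternal Peg3 allele in feeder-free female ES cells cultured 40 h with LIF. Luminescence is normalized to in-plate negative controls and fitted to the Hill equation.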
p53ts 39C kill – qHTS Screen for Compounds that Selectively Target Cancer Cells with p53 Mutations: Cytotoxicity of p53ts Cells at the Nonpermissive Temperature; Potency, µM (series often up to 46.1 µM), without a hit: at the top dose activity change, negative = cell killing, most hits filed as cytotoxic; AID 902, 2007; 130,000 tested, 1.5% active; H1299-p53A138V viability at 39C, ATP luminescence, 24 h; also: nearly all actives have a fitted effect of over 55% in size
IkB sig inh – IkB Signaling; Potency, µM (doses to about 57.1 µM), without a hit: top-dose IkBa stabilization activation; ABC-DLBCL IkBa-CBG/CBR dual luciferase ratio, 4 h; response scale: scaled: untreated 0%, proteasome inhibitor 100%; 110,000 tested, 0.04% active; active = well fitted curve in the direction sought with a large enough effect in the signal ratio, not every such curve was filed as active; inconclusive = small, poorly fitted or top-dose-only effect, or a change in a side signal; the % refers to the signal ratio;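 also: the direction sought is a rising ratio; 0% = basal untreated cells and 100% = reference inhibitor full response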
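Luminescence ratio of IκBα-fused green versus native red beetle luciferase in OCI-Ly3 cells, 4 h post-doxycycline with compound; red signal alone, scaled from basal (0%) to zero light (-100%), flagged nonspecific or cytotoxic effects.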
p53ts 32C tox – qHTS Screen for Compounds that Selectively Target Cancer Cells with p53 Mutations: Cytotoxicity of p53ts Cells at the Permissive Temperature; H1299-p53A138V at 32C, ATP luminescence viability, 24 h; Potency, µM (doses to about 46.1 µM), for inactives: at the top dose activity change, negative = cytotoxicity, hits mostly cytotoxic; 130,000 tested, 0.93% active; AID 924, 2007;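 also: 0% = DMSO and -100% = full killing by reference compound; nearly all actives have a fitted effect of over 55% in size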
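ATP-content luminescence (ATPlite) read-out after 24 h compound exposure at 32C in H1299-p53A138V cells (600/well). Tested up to 46 uM. Normalized to DMSO (0%) and 100 uM tamoxifen (100% killing); Hill-fit AC50.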
An asterisk follows results filed as active; ? = inconclusive; · = no result given; & = joins results of further samples; [ ] = dose if it differs, or a comment. Unless noted, calls follow the shape of the dose curve; as a rule, active = well fitted curve in the direction sought with a large enough effect; inconclusive = small, poorly fitted or top-dose-only effect, or another doubt; inactive = no such curve, though single readings can be large; an effect the other way counts as inactive or inconclusive. Unless noted, % is scaled to controls: 0 for no effect and ±100 for the full control effect; potency is read from the fitted curve at half-maximal effect.

Order of values: Peg3 imprint, p53ts 39C kill, IkB sig inh, p53ts 32C tox
O=C(O)C1C2C=CC(C2)C1C(=O)NCc1cccnc1 (stereo not drawn)
 : ·, -7%, ·, -1%
O=[N+]([O-])c1ccc2c(c1)S(=O)c1ccccc1-2 (stereo not drawn)
 : -9%[10.9 µM], 3%[9.22 µM], -1.1%[11.4 µM], 3%[9.22 µM]
Cc1cc(=O)oc2c3c4c(cc12)OCCN4CCC3
 : ·, 20%, ·, -1%
Cc1cc2c(c(SCC(=O)N(C)c3ccccc3)n1)C(=O)OC2
 : -4%, 7%, -2.0%, 4%
Cc1ccc(Cn2c(=O)c3cccnc3n(CC(=O)Nc3cc(Cl)ccc3C)c2=O)cc1
 : -4%[10.9 µM], -8%, 0.3%, 4%
Cc1cc(NC(=O)CCC(=O)N(c2cccc(F)c2)C(C(=O)NC2CCCC2)c2ccncc2)no1 (stereo not drawn)
 : -8%, 7%, -0.8%, 0%
CCOc1ccc(CCNC(=O)c2cc3c(-c4ccc(OC)c(OC)c4)nn(C)c3s2)cc1OCC
 : -13%[10.9 µM], -13%, ?, -1%
CCCCN(C)CCNC(=O)c1c[nH]c2ccc(S(=O)(=O)N(CC)CC)cc2c1=O
 : ?, 10%, 4.3%, -6%
CCCN(CCC)S(=O)(=O)c1ccc2c(c1)N(CC(=O)NC(C)c1ccccc1)C(=O)CS2 (stereo not drawn)
 : -16%[10.9 µM], -3%, ?, 10%
CCOC(=O)c1cc2c(=O)n3ccccc3nc2n(CC2CCCO2)c1=NC(=O)c1ccc(OCC)cc1 (stereo not drawn)
 : -7%[10.9 µM], 28%, ?, 7%
N=c1ccn2c(n1)O[C@@H]1[C@@H](O)[C@H](CO)O[C@H]12
 : ·, -9%, -1.8%, -1%
Cc1cccc(-c2nnc3sc(-c4ccccc4)nn23)c1
 : 16%, 2%, 0.3%, 9%
CC(C)NC(=O)c1ccc2c(c1)N(Cc1cccc(Cl)c1)C(=O)c1ccccc1S2=O (stereo not drawn)
 : -2%[10.9 µM], 29%, -2.6%, 14%
CCCC(=O)Nc1ccc(Cl)c(NC(=O)c2ccc(Br)o2)c1
 : -15%, -2%, -0.5%, 7%
COc1cccc(N2C(=O)CC(N3CCC(c4nc5ccccc5[nH]4)CC3)C2=O)c1 (stereo not drawn)
 : -13%, 3%, 2.2%, 2%
Cc1nnc(SC(C)C(=O)Nc2ccc3c(c2)OCCO3)s1 (stereo not drawn)
 : -8%, 3%, 0.3%, -1%
COc1cccc(-c2cn3c(n2)sc2cc(C(=O)NC4CCCCCC4)ccc23)c1
 : -14%[10.9 µM], -29%, -1.2%, -4%
COc1cccc(-c2cc(C(=O)N3CCN(c4ncccn4)CC3)c3ccccc3n2)c1
 : -11%, ?, ?, 13µM*
CCOc1ccc(C(=O)c2nc3c(n2O)CCCCC3)cc1
 : ·, 5%, ·, -6%
O=C(NCC(=O)N(c1cccnc1)C(C(=O)NC1CCCCC1)c1cccnc1)c1ccco1 (stereo not drawn)
 : 1%, -3%, 0.3%, -2%
CC(=O)c1cccc(-n2c(=O)c3c4c(sc3n(CC(=O)c3ccccc3)c2=O)CN(C(C)=O)CC4)c1
 : 16%[10.9 µM], -3%, 2.2%, 9%
Cc1nc(-c2cccc(F)c2)sc1CCNC(=O)C(=O)Nc1ccc2c(c1)OCO2
 : 14%[10.9 µM], ?, -3.6%, 2%
COc1ccc(CCN(C)C(=O)CSc2nccn2C)cc1OC
 : -8%, 2%, -0.7%, 3%
C=CCn1c(Cc2csc(N)n2)nnc1SCC(=O)OCC
 : -9%, 12%, -0.3%, 6%
Cc1oc(-c2cccs2)nc1CS(=O)CC(=O)NCCc1ccccc1 (stereo not drawn)
 : -9%, 6%, -1.1%, -4%
Cn1ccc2c(OCC(=O)NCc3ccccc3)cccc2c1=O
 : -16%[10.9 µM], 5%, 2.1%, -4%
CCOC(=O)CC(NS(=O)(=O)c1ccc(NC(C)=O)cc1)c1ccc(OCC)cc1 (stereo not drawn)
 : -12%, 7%, 0.7%, 14%
COc1ccccc1N1CCN(S(=O)(=O)c2c(C)sc3ncn(CC(=O)Nc4ccccc4F)c(=O)c23)CC1
 : -5%[10.9 µM], 29%, 0.3%, 10%
O=C(O)c1ccc(Oc2nc3ccccc3s2)cc1
 : -92%[inhibitor][10.9 µM], 1%[9.22 µM], ?, -3%[9.22 µM]
O=C(CSc1nnc(-c2ccc(O)cc2)o1)c1ccc(Br)cc1
 : -11%[10.9 µM], 15%, 0.3%, 3%
Cc1nn(CCCC(=O)NCc2ccccc2)c(=O)c2c1sc1ccccc12
 : -24%[10.9 µM], ?, ?, ?
Cc1cc(C)n(-c2nc3ccccc3nc2Nc2cc(C(=O)O)ccc2C)n1
 : 9%[10.9 µM], 4%, ?, 6%
O=C(Cc1cccs1)NC1CC(=O)N(c2cccc(F)c2)C1 (stereo not drawn)
 : -2%[10.9 µM], -10%, -0.1%, -1%
Cc1nn(-c2nc(-c3ccc(F)cc3)cc(C(F)(F)F)n2)c(C)c1Br
 : -9%[10.9 µM], -4%, ?, 5%
CN(Cc1ccccc1)c1ccc(-c2nc(-c3ccco3)no2)cc1[N+](=O)[O-]
 : 4%[10.9 µM], -7%, 7.1%, -7%
Cc1c(Cl)cccc1NC(=O)CSc1ncc2c(n1)-c1ccccc1N(C)S2(=O)=O
 : -2%[10.9 µM], -20%, 3.7%, -16%
O=C(NCc1ccco1)C12CC3CC(CC(C3)C1)C2
 : ·, 9%, ·, 9%
CC(C)c1ccc2oc(-c3cc(NC(=O)c4cccs4)ccc3Cl)nc2c1
 : -17%[10.9 µM], -13%, ?, -20%
CN(Cc1ccccc1)c1ccc2cc(S(=O)(=O)N3CCCCC3)ccc2n1
 : -5%[10.9 µM], -7%, 0.8%, -5%
Cc1ccc(NS(=O)(=O)c2ccc(C)c(C(=O)N3CCN(C)CC3)c2)cc1
 : -7%, -2%, -1.7%, 0%

Of the compounds above, two have an NH in an aromatic ring:
Order of values: Peg3 imprint, p53ts 39C kill, IkB sig inh, p53ts 32C tox
CCCCN(C)CCNC(=O)c1c[nH]c2ccc(S(=O)(=O)N(CC)CC)cc2c1=O
 : ?, 10%, 4.3%, -6%
COc1cccc(N2C(=O)CC(N3CCC(c4nc5ccccc5[nH]4)CC3)C2=O)c1 (stereo not drawn)
 : -13%, 3%, 2.2%, 2%

6 compounds picked at random from the list so far:
Order of values: Peg3 imprint, p53ts 39C kill, IkB sig inh, p53ts 32C tox
O=C(CSc1nnc(-c2ccc(O)cc2)o1)c1ccc(Br)cc1
 : -11%[10.9 µM], 15%, 0.3%, 3%
Cc1cccc(-c2nnc3sc(-c4ccccc4)nn23)c1
 : 16%, 2%, 0.3%, 9%
CCOC(=O)CC(NS(=O)(=O)c1ccc(NC(C)=O)cc1)c1ccc(OCC)cc1 (stereo not drawn)
 : -12%, 7%, 0.7%, 14%
CCCN(CCC)S(=O)(=O)c1ccc2c(c1)N(CC(=O)NC(C)c1ccccc1)C(=O)CS2 (stereo not drawn)
 : -16%[10.9 µM], -3%, ?, 10%
CCOC(=O)c1cc2c(=O)n3ccccc3nc2n(CC2CCCO2)c1=NC(=O)c1ccc(OCC)cc1 (stereo not drawn)
 : -7%[10.9 µM], 28%, ?, 7%
Cc1nn(-c2nc(-c3ccc(F)cc3)cc(C(F)(F)F)n2)c(C)c1Br
 : -9%[10.9 µM], -4%, ?, 5%

Additional compounds:
Order of values: Peg3 imprint, p53ts 39C kill, IkB sig inh, p53ts 32C tox
CC(=O)N1CCN(c2ccc(Oc3nc(-c4ccccc4)nc4ccccc34)cc2)CC1
 : -20%, -18%, 0.5%, -16%
O=C(CCC(=O)N1CC2CCCN2c2ccccc21)NCc1ccccc1F (stereo not drawn)
 : -7%[10.9 µM], 14%, -1.2%, 11%
COc1cccc(NC(=O)CSc2c3c(nc4ccccc24)CCCC3)c1
 : 3%[10.9 µM], ?, ?, ?
CCCCOc1ccc(C(=O)N2CCN(CCc3ccccn3)CC2)cc1
 : -15%[10.9 µM], 0%, 1.6%, 3%
Cc1cccc(N(C)C(=O)C(Cc2ccccc2)NS(=O)(=O)c2cccc3nsnc23)c1 (stereo not drawn)
 : 11%[10.9 µM], 22%, -2.3%, 8%
CN(C)c1ccc(-c2nnn(CC(=O)Nc3ccccc3N3CCOCC3)n2)cc1
 : -13%, -3%, -1.5%, -11%
Cn1c(SCC(=O)N2CCOCC2)nc2sc3c(c2c1=O)CCCC3
 : -6%, -1%, 0.4%, 6%
Cc1cccc(N2CCN(C(=O)CCc3c(C)nc4ncnn4c3C)CC2)c1C
 : -5%[10.9 µM], -4%, ?, 4%
Cn1c(N2CCOCC2)nc(-c2ccccc2)c1-c1ccccc1
 : -11%, -3%, 1.0%, 1%
Cc1cc(NC(=O)CSc2nnc(-c3ccco3)n2CC2CCCO2)no1 (stereo not drawn)
 : 8%, 7%, -0.5%, 6%
Cc1cc(OCC(O)CN2CCN(C)CC2)ccc1C(C)C (stereo not drawn)
 : -11%, -8%, -0.4%, -12%
O=C(NCc1nnc(SCC(=O)N2CCC(Cc3ccccc3)CC2)o1)c1ccccc1F
 : -26%, -6%, ?, 1%
O=C(Cn1nc(Cl)nc1Cl)c1ccc2c(c1)OCCO2
 : -12%, 3%, 9.7%, -7%
Cc1oc2ccc(O)c(CN3CCCC3)c2c1C(=O)Nc1ccccc1
 : -7%[10.9 µM], -7%, -2.5%, 14%
COc1ccc(N2CCN(Cc3nnc(-c4ccc5c(c4)OCO5)o3)CC2)cc1
 : -2%[10.9 µM], -1%, 6.2%, 7%
COCCCNc1nc2c(S(=O)(=O)c3ccccc3)nnn2c2ccc(Cl)cc12
 : -2%[10.9 µM], -7%, -1.3%, 5%
Cc1ccc(NC(=O)Cc2noc3ccccc23)cc1
 : ·, 8%, ·, -8%
Cc1ccccc1CNS(=O)(=O)c1ccc2c(c1)OCCO2
 : 6%, 0%, 0.7%, -6%
CC(CN(C)C)NC(=O)c1ccc(-n2c(=O)c(=O)[nH]c3ccccc32)cc1 (stereo not drawn)
 : ·, 15%, ·, 0%
CCOC(=O)c1c(NC(=O)COc2cccc(C)c2C)sc2c1CCC(CC)C2 (stereo not drawn)
 : -4%[10.9 µM], 25%, -0.1%, -1%
CCCN1C(=O)c2cc(C(=O)Nc3ccccc3CC)ccc2C1O (stereo not drawn)
 : -6%, -5%, 0.6%, -9%
COC(=O)c1ccccc1NC(=O)Cn1cnc2c(cnn2-c2ccccc2)c1=O
 : 6%, 1%, 0.1%, 1%
Cc1ccc(-c2nc(C3CCN(S(=O)(=O)c4ccc(C(F)(F)F)cc4)CC3)no2)cc1
 : -14%, -6%, 0.5%, -4%
CCCn1c(SCC(=O)c2ccc(OC)c(OC)c2)nc2c1c(=O)n(C)c(=O)n2C
 : ·, 4%, ·, -20%
CCOC(=O)CNc1ccc2c(c1)OCO2
 : -4%, 6%, 0.7%, -3%
CSc1ccccc1-c1nnc(NC(=O)c2ccc3c(c2)OCCO3)o1
 : -7%[10.9 µM], -20%, ?, ?
O=C(c1ccc(Cl)cc1)n1nc(-c2ccco2)nc1NCc1cccs1
 : 6%[10.9 µM], -13%, ?, 2%
CS(=O)(=O)NCC(c1ccco1)N1CCN(c2ccc(F)cc2)CC1 (stereo not drawn)
 : -6%[10.9 µM], 0%, -0.2%, 10%
CC(=O)N1CCc2cc(Br)cc(S(=O)(=O)N3CCN(c4cc(C)ccc4C)CC3)c21
 : -6%[10.9 µM], 19%, ?, -4%
COC(=O)c1ccccc1NC(=O)Cn1c(-c2nonc2N)nc2ccccc21
 : -29%, 14%, ?, 5%
C[C@@H]1CCN=C(N)S1
 : -4%, -10%&-6%, 0.5%&-5.1%, -4%&-13%
Cc1cn2c(=O)cc(COc3ccccc3NC(=O)c3ccco3)nc2s1
 : 2%[10.9 µM], 21%, -1.3%, 3%
Cc1cc(C)n(-c2nnc(Nc3ccc(C)c(Cl)c3)c3ccccc23)n1
 : -12%[10.9 µM], ?, ?, -10%
O=C(Nc1cccs1)NC1CCCC1
 : -15%, -24%, 0.3%, 5%
Cc1ccccc1NC(=O)Cn1cnc2c(oc3ccccc32)c1=O
 : 4%, 11%, 3.6%, 2%
